Screening results: PubChem, several laboratories
HTRA1 inh = HTRA1 serine protease inhibitors, primary screen, biochemical, fluorescence polarization, HTS | 340,000 compounds, 0.5% hits | Q92743 | recombinant HTRA1, FP-rhodamine activity-based probe | inhibition, % at 5.96 µM | AID 504803, 2011; in the data active = inhibition above about 36%;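 note: 0% = enzyme with DMSO and 100% = wells lacking enzyme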
SIAE primary = human SIAE inhibitors, primary screen, biochemical, fluorescence polarization, FP-Rh probe, 1536-well HTS; AID 1053197, 2014; 370,000 compounds, 0.69% hits; SIAE FP-Rh probe binding; inhibition, % at 9.66 µM;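 active = inhibition above a cutoff: mean of compounds within the control limits plus 3 SD of those, cut at about 17% in these data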;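 note: 0% = plate median of compound wells and 100% = probe without SIAE protein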
UHRF1 MBD2 ctr = UHRF1 methylated DNA binding inhibitors, primary screen, counter-screen for MBD2 inhibitor project, biochemical, TR-FRET, human UHRF1, single concentration | E3 ubiquitin-protein ligase UHRF1 (Homo sapiens), Q96T88 | UHRF1 binding to methylated oligo | inhibition, % at 4.4 µM | 370,000 compounds, 0.75% hits; in the data active = inhibition above about 21%;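 note: UHRF1 SRA domain binding a hemimethylated CpG hairpin DNA probe; 0% = median of test compound wells and 100% = reference inhibitor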
TCR-CD3 inh = inhibitors of human TCR-CD3 interaction, primary screen, biochemical, fluorescence, TAMRA-labeled TCR probe | inhibition, % at 9.4 µM | AID 651800, 2012 | T-cell receptor (TCR) | 360,000 compounds, 0.37% hits; in the data active = inhibition above about 19%;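 note: recombinant mutant TCR 2C K166C tagged with TAMRA read by polarization; 0% = receptor in buffer alone and 100% = receptor with positive control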
GC-B act = human GC-B receptor activators, primary screen, HEK293 GC-B cells, cGMP TR-FRET, EC30 CNP; activation, % at 10 µM; Atrial natriuretic peptide receptor 2 (Homo sapiens), P20594; AID 1920062, 2024; 370,000 compounds, 0.11% hits; 0% at EC30 CNP, 100% saturating CNP;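 active = activation at 10 µM reaching about 35% in either raw or pattern-adjusted values, limit read from the data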
Target sequence (P20594 whole entry, looked up): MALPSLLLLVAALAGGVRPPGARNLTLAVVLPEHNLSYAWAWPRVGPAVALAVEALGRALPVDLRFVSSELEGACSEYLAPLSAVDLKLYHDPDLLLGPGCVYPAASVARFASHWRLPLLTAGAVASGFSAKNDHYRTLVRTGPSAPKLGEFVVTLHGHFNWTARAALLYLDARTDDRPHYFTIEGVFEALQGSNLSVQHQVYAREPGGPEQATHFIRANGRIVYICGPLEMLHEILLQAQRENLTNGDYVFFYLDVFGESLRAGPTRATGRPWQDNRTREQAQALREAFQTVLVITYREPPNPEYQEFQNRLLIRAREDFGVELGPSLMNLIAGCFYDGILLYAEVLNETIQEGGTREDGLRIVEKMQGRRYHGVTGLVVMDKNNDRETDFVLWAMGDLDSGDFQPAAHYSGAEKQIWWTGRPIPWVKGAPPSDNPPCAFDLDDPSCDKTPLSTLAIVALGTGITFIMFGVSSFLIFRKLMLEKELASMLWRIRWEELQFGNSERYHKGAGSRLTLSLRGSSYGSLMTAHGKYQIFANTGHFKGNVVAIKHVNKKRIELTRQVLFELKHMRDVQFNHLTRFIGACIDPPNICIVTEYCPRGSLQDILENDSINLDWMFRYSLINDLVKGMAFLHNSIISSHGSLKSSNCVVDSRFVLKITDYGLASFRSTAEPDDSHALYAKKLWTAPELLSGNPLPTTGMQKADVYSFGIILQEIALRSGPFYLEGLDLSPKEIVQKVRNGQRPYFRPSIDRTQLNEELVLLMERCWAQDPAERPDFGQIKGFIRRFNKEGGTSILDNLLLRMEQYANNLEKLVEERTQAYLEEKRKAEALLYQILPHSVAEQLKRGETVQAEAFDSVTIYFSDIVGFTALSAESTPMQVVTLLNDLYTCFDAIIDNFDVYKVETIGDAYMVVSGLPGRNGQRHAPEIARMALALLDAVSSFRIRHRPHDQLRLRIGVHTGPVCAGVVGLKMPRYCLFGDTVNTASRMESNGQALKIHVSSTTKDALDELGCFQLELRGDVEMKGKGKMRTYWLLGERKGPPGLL
rCAG RNA binder = binders of r(CAG) RNA repeats, primary screen, biochemical, fluorescence; r(CAG) RNA repeat, TO-PRO-1 dye displacement fluorescence; inhibition, % at 3 µM; 370,000 compounds, 1.3% hits; AID 651821, 2012;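 active = inhibition above the plate cutoff, the mean of all test compounds on that plate plus 3 SD, cut at about 35% in these data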;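 note: 0% = DMSO alone and 100% = 100 µM mitoxantrone as full dye displacement; higher means more dye released from RNA so lower well fluorescence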
MBD2 DNA inh = inhibitors of MBD2 binding to methylated DNA, primary screen, biochemical, TR-FRET, DNA-binding domain, human. AID 686964, 2013. MBD2 binding to methylated oligonucleotide. inhibition, % at 4.4 µM. 370,000 compounds, 0.31% hits. Methyl-CpG-binding domain protein 2 (Homo sapiens), Q9UBB5; in the data active = inhibition above about 13%
mABHD4 FP = ABHD4 inhibitors, primary screen, biochemical, fluorescence polarization, mouse | (Lyso)-N-acylphosphatidylethanolamine lipase (Mus musculus), Q8VD66 | purified mABHD4, FP-Rh probe fluorescence polarization | inhibition, % at 8.92 µM | 370,000 compounds, 0.54% hits | AID 720543, 2013;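 active = inhibition exceeding the mean over every tested compound plus 3 SD, cut at about 30% in these data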;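 note: 0% = plate median of compound wells and 100% = S159A mutant with DMSO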
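assay system = mABHD4 protein | compound dosing = single nominal dose of 8.92 µM, 0.89% DMSO final | read-out basis = percent inhibition of probe binding, normalized to plate controls | schedule = Enzyme–compound pre-incubation 45 min, then probe 60 min, both 25 °C | detection = fluorescence polarization, excitation 525 nm, emission 598 nm, BODIPY TMR filters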
PRMT1 inh = PRMT1 methyltransferase inhibitors, primary screen, biochemical, fluorescence polarization; Protein arginine N-methyltransferase 1 (Homo sapiens), Q99873; recombinant PRMT1, activity-based probe fluorescence polarization; inhibition, % at 2.79 µM; 370,000 compounds, 1.3% hits; AID 652257, 2013;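 active = inhibition above about 21% made by adding two undisclosed values, limit read from the data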
NPR1 activator = GC-A stimulated cGMP production enhancers – HEK293 GC-A cells, cGMP TR-FRET, EC30 ANP, primary screen; 0% at EC30 ANP, 100% saturating ANP; activation, % at 10 µM; 370,000 compounds, 0.14% hits; in the data active = activation above about 40%
* = called active by the depositor; / = no result given.

SMILES	HTRA1 inh	SIAE primary	UHRF1 MBD2 ctr	TCR-CD3 inh	GC-B act	rCAG RNA binder	MBD2 DNA inh	mABHD4 FP	PRMT1 inh	NPR1 activator
CC(C)C[C@@H](CN1CCCC1CN1C(=S)NC[C@@H]1Cc1ccccc1)N1C[C@H](Cc2ccc(O)cc2)N(CC2CCCCC2)C1=S (some centres undefined)	/	4.6	-1.7	-8.8	5.3	14.2	3.4	-7.1	-1.1	1.8
COc1ccc(NC(=O)CCS(=O)(=O)c2ccccc2)c(OC)c1	0.9	3.3	0.8	4.8	-4.5	-0.3	-2.1	-3.0	-1.8	-0.4
O=C(CSc1nncs1)NC(=O)Nc1ccc2c(c1)OCCO2	0.7	7.0	0.3	-4.0	-2.2	2.6	2.4	0.6	7.4	3.9
Cc1scc(C(=O)N/N=C/c2ccc([N+](=O)[O-])o2)c1C	14.0	1.9	1.5	5.0	-0.7	8.0	-3.3	15.6	6.2	-2.4
COC(=O)c1ccc(NC(=O)CSc2nnc(C)n2CC2CCCO2)cc1 (centres undefined)	-0.8	-0.6	0.3	3.7	5.5	0.5	-1.6	9.1	0.0	0.2
Cc1cc(C(=O)Nc2cnn(Cc3ccc(Cl)cc3Cl)c2)no1	-15.4	4.6	-1.1	0.2	2.4	0.2	1.9	1.0	0.7	3.0
CCCCOc1ccc(C(=O)NCC(=O)NCC(c2ccc(OC)cc2)N2CCCC2)cc1 (centres undefined)	2.3	-0.6	-0.1	-1.8	1.1	-14.7	0.8	-1.3	-1.1	6.5
COc1ccc2cc(C(=O)C3CCCN(Cc4cnc(C)s4)C3)ccc2c1 (centres undefined)	-14.6	4.3	-1.2	5.4	3.1	-2.4	-1.2	-2.8	-3.1	4.2
CCN1CCN(c2nc3ccccn3c(=O)c2C=O)CC1	3.4	6.7	-0.3	0.2	0.5	-6.3	7.7	4.9	11.2	3.1
CCc1ccc(CNC(=O)C2CCN(S(=O)(=O)N3CCCC3)CC2)cc1	1.0	-1.6	0.1	8.0	5.3	-6.5	-0.5	3.9	-0.4	0.8
CSc1nc2nc(C)cc(-c3ccccc3)n2n1	0.4	-2.1	2.7	-2.2	-4.9	0.2	-3.4	-3.2	3.8	0.8
O=C1CCC([N+](=O)[O-])C(c2ccc(Cl)cc2)N1 (centres undefined)	4.8	-4.2	-1.1	1.4	1.4	-0.6	0.7	2.8	-1.3	-1.2
O=C(O)CSCC(=O)Nc1ccccn1	3.7	3.3	0.9	-5.6	1.3	0.7	0.3	0.2	-4.8	0.3
CCNC(=O)c1c(C)nc2ccccn12	0.9	-1.9	-0.4	5.7	2.1	1.0	-0.5	-3.6	1.5	-1.5
c1ccc(-c2nn[nH]n2)nc1	-2.1	-4.7	5.3	-6.2	0.6	-2.0	10.3	-12.7	6.1	3.4
Cc1ccn2cc(CNC(=O)c3ccc(Br)o3)nc2c1	-2.7	6.5	-2.0	-3.0	-1.1	4.2	-2.5	2.8	-2.2	-1.7
O=C1NN(c2ccc(F)cc2)C(=O)/C1=C\C=C\c1ccco1	7.4	8.6	2.1	4.2	-4.7	11.6	-4.9	14.8	1.2	-7.3
CCOc1ccc(C(=O)CN2CCN(S(=O)(=O)c3ccc(Br)cc3)CC2)cc1	-9.5	1.4	-0.8	2.8	-2.2	-1.3	-0.5	-7.6	-1.7	-1.7
Cc1cccn2c(=O)c(C=NCc3ccco3)c(Nc3ccc(SC(F)F)cc3)nc12	0.1	-2.8	0.6	6.8	0.7	2.6	2.1	0.8	1.4	-1.7
CCNC(=O)c1ccc(CSc2ccc(Cl)cc2)cc1	-11.0	4.6	-0.8	0.7	3.4	-3.9	-2.2	-1.4	-2.0	9.2
CCN(c1cccc(C)c1)S(=O)(=O)c1c(C)[nH]c(=O)[nH]c1=O	10.5	-1.3	-1.3	-2.7	2.7	0.8	2.4	1.7	-0.2	4.5
CCOC(=O)C1(C)CCN1C(=O)c1ccc(OC)cc1 (centres undefined)	/	-2.8	-2.2	6.0	0.5	1.1	0.7	0.1	0.7	0.2
CCC1CSC(=Nc2ccc(C)cc2)N1C(=O)CN1C(=O)NC2(CCCC2)C1=O (centres undefined)	-14.6	-7.7	0.2	7.3	-3.7	-0.9	-5.9	-6.5	-2.4	0.6
CNCCCOc1ccc(Cl)cc1C(C)(C)C	5.9	-11.4	1.2	-15.5	-10.0	7.0	5.4	15.1	8.4	1.8
Cc1ccc(C(NC(=O)Nc2ccccn2)C(Cl)(Cl)Cl)cc1F (centres undefined)	-0.4	2.1	2.0	1.9	-0.7	2.9	1.2	3.1	1.5	3.1
O=C(N/N=C/c1c(O)ccc2ccccc12)c1ccc[n+](CCO)c1	52.5*	7.1	-21.2	25.7*	-2.6	5.3	-16.2	11.4	1.1	-4.2
CC(CNC1CCCCC1)OC(=O)c1ccccc1 (centres undefined)	-1.2	-6.2	-2.2	5.8	1.0	2.3	0.4	-0.1	-0.1	-3.4
COc1ccc(CC(=O)Nc2cc(C)ccn2)cc1OC	5.2	-1.9	-0.2	-0.6	2.1	0.9	-4.0	-1.6	-3.3	-2.0
Cc1ccc(NC2CNC(=O)NC2=O)cc1C (centres undefined)	4.9	1.4	-1.6	-2.7	0.3	2.5	-1.9	3.2	-4.1	-0.6
Cc1ccc(S(=O)(=O)N[C@@H](Cc2ccccc2)C(=O)CCl)cc1	-0.3	0.2	0.1	-3.6	-5.7	0.3	2.1	-2.2	17.9	-13.4
COc1cc(C)c(CN2CCC(n3nccc3NC(=O)C3CC3)CC2)cc1C	0.9	-3.9	3.0	-7.2	-8.8	-6.6	9.2	-10.2	1.2	-5.2
S=C(NCc1ccc(Cl)cc1)N1CCN(c2ccccn2)CC1	-4.1	0.9	-0.6	-0.3	2.0	-1.6	2.1	-18.5	2.3	0.9
Cc1cccc(C(C)C)c1NC(=O)CN(C)Cc1cccc(F)c1	-3.5	-0.9	-1.4	8.0	1.6	-145.5	-3.1	2.1	-2.0	-1.8
CCCOc1ccc(C2C(C(=O)c3ccc(C)o3)=C(O)C(=O)N2CCN2CCOCC2)cc1OC (centres undefined)	0.1	4.5	-4.7	7.3	/	0.7	-1.4	-4.6	1.1	/
C[C@H](CO)N1C[C@H](C)[C@@H](CN(C)Cc2ccc(Cl)c(Cl)c2)OCc2cnnn2CCCC1=O	-1.3	0.5	15.9	3.9	-3.2	-1.7	1.9	3.2	1.5	-4.8
CCn1c(Cc2ccccc2)nnc1SCC(=O)Nc1ccc(N2CCOCC2)c(Cl)c1	2.8	3.5	0.7	3.9	0.9	-5.4	2.0	1.2	0.3	0.1
COC(=O)c1cc2c(c3c4ccccc4n(S(=O)(=O)c4ccc(OC)cc4)c13)C(=O)N(Cc1ccccc1OC)C2	/	-4.2	0.6	-1.7	-2.2	18.2	1.8	5.0	2.4	-0.4
CC(C)CC(NC(=O)c1ccccc1NC(=O)c1ccccc1)C(=O)O (centres undefined)	0.0	1.7	-2.7	5.3	-0.8	14.0	-2.7	-6.4	-1.0	-2.8
COc1ccc(CC(=O)N(C)CC(=O)Nc2ccccc2Cl)cc1S(=O)(=O)N1CCOCC1	3.8	0.8	0.1	-2.9	3.0	5.0	1.4	1.5	0.4	0.8
Cc1ccc([N+](=O)[O-])c(OCCN2C(=O)NC(C)(C)C2=O)c1	4.0	-8.3	13.2	-2.9	7.2	3.3	6.3	4.1	3.8	8.7

Next part, starting with the last 3 of the part before.
SMILES	HTRA1 inh	SIAE primary	UHRF1 MBD2 ctr	TCR-CD3 inh	GC-B act	rCAG RNA binder	MBD2 DNA inh	mABHD4 FP	PRMT1 inh	NPR1 activator
CC(C)CC(NC(=O)c1ccccc1NC(=O)c1ccccc1)C(=O)O (centres undefined)	0.0	1.7	-2.7	5.3	-0.8	14.0	-2.7	-6.4	-1.0	-2.8
COc1ccc(CC(=O)N(C)CC(=O)Nc2ccccc2Cl)cc1S(=O)(=O)N1CCOCC1	3.8	0.8	0.1	-2.9	3.0	5.0	1.4	1.5	0.4	0.8
Cc1ccc([N+](=O)[O-])c(OCCN2C(=O)NC(C)(C)C2=O)c1	4.0	-8.3	13.2	-2.9	7.2	3.3	6.3	4.1	3.8	8.7
COc1ccc2c(c1)nc(SCC(O)c1ccccc1)n2C (centres undefined)	-1.6	0.5	18.8	1.4	1.5	-3.5	7.3	-3.5	-0.9	-4.8
CCC1(c2ccccc2)NC(=O)N(CC(=O)N(C)CC(=O)Nc2ccc(F)c(F)c2F)C1=O (centres undefined)	-3.9	-1.9	-1.9	4.4	-1.2	-7.1	-1.2	0.3	0.7	-0.7
COc1ccc(C(=O)NC(=S)Nc2nc(-c3ccc(OC)c(Br)c3)cs2)cc1Br	-2.5	-10.6	3.5	-3.6	-1.0	3.8	4.3	-5.2	2.7	2.0
COC(=O)C1=C(C)N(Cc2ccccc2C(F)(F)F)C(=NCc2ccc(OC)cc2)NC1c1cccc(C(F)(F)F)c1 (centres undefined)	/	-6.4	-0.2	6.1	-18.0	1.8	-0.3	13.6	-1.2	-18.1
O=C(CNC(=O)c1ccc(Br)o1)NC1CCCCC1	5.5	-1.5	-1.6	4.5	2.4	-0.6	1.5	-3.3	-2.6	0.9
COc1ccc(OC)c(NC(=O)CSc2nnc(Cn3c(=O)sc4ccccc43)n2C)c1	3.1	-6.3	-0.5	-14.2	4.3	0.5	1.6	3.0	2.2	1.5
Cc1cccc(N2CCN(C(=O)N3CCCCC3)CC2)c1C	-0.7	6.3	-1.6	5.7	-2.4	-8.4	-5.3	-4.8	-5.0	0.5
CCOC(=O)N1CCN(C(=O)c2cccc(S(=O)(=O)Nc3ccc(Br)cc3)c2)CC1	0.5	11.2	-0.3	-4.3	-0.1	4.9	1.0	-2.0	-0.2	-1.8
CCCCc1c(-c2cccc(Br)c2)ncn1CCc1ccccc1OC	/	-2.5	-0.2	4.1	-12.0	0.4	2.9	3.6	-3.3	-16.2
COc1ccc(NS(=O)(=O)c2ccc(OC)c(OC)c2)cc1OC	6.2	-0.6	1.1	-5.1	2.1	-2.7	2.9	-2.3	-1.4	8.0
O=C1NCCN1Cc1ccc(Cl)cc1	-3.3	7.7	0.2	-6.8	-0.9	0.7	-6.0	5.5	-3.7	2.5
CC(=O)c1cccc(NC(=O)N2CCCC2C(=O)Nc2cccc(C)c2C)c1 (centres undefined)	-2.8	1.5	0.8	4.5	-0.4	0.9	0.7	1.1	-1.5	0.2
COC(=O)c1cc(OC)c(OC)cc1NC(=O)Nc1ccc(OC)cc1OC	-1.8	7.8	-0.6	3.9	-3.6	-4.6	0.6	2.1	-1.7	0.2
CCNC(=S)N1CCN(Cc2ccc3c(c2)OCO3)CC1	-3.5	-0.6	1.7	-7.5	-4.5	-4.8	6.4	-4.1	2.1	-2.2
COC(=O)c1ccc(NC(=O)COC(=O)CCC2CCCC2)cc1	-10.5	10.8	-1.6	3.2	-1.8	-0.4	3.1	-3.3	-0.3	1.0

Some of the compounds tested; the hit share may differ from the screen's.
